Screens as filed in PubChem BioAssay.
KB-3-1 cytotox: kills parental KB-3-1 adenocarcinoma cells. KB-3-1 viability, CellTiter-Glo ATP luminescence, 72 h. Potency, µM (top dose mostly 46.1 µM), for inactives: at the top dose activity change, negative = cytotoxic, actives largely listed as cytotoxic. 400,000 tested, 1.4% active. AID 1347075; note: potency is the fitted concentration of half-maximal effect; % is set by controls: 0 for no effect and ±100 for the full control effect; nearly all actives have a fitted effect of over 60% in size
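Luminescent ATP read-out (CellTiter-Glo) measures survival of drug-naive KB-3-1 cells after 72 h compound exposure at 37 °C. Titration series was screened from lowest to highest concentration, with DMSO vehicle plates as background controls.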
ATXN2 expr inh: inhibitors of ATXN2 expression; 360,000 tested, 0.72% active; Potency, µM (highest dose often 57 µM), for the others: top-dose activity change, negative = inhibition, usual class: inhibitors; HEK-293 ATXN2-luciferase reporter, luminescence, 24 h; note: potency is the fitted concentration of half-maximal effect; % is set by controls: 0 for no effect and ±100 for the full control effect; nearly all actives have a fitted effect of over 55% in size
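ATXN2-luciferase reporter cells (luciferase flanked by upstream and downstream ATXN2 gene portions) were treated 24 h at 37 °C with compounds at up to 57 uM. SteadyGlo luminescence gave expression; GF-AFC fluorescence gave viability.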
MCF10A rereplic: DNA re-replication induction in MCF 10a cells | MCF 10A DNA re-replication, Hoechst nuclear intensity, 48 h | Potency, µM (titrated, usually from 46.1 µM), for the others: at the highest dose activity, positive = re-replication, actives largely listed as activators | 350,000 tested, 2.9% active | AID 624296; note: potency is the fitted concentration of half-maximal effect; % of control where 0% means no effect; nearly all actives have a fitted effect of over 50% in size
SW480 rerep: inducers of DNA re-replication in SW480 colon cancer cells. SW480 DNA re-replication, Hoechst DNA content imaging, 48 h. Potency, µM (titrated, usually from 46.1 µM), inactives show at the highest dose re-replication activation, usual class: activators. 340,000 tested, 1.8% active. AID 624297; note: potency is the fitted concentration of half-maximal effect; % of control where 0% means no effect; nearly all actives have a fitted effect of over 55% in size
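Image-based DNA-content assay: after two days of treatment, nuclei were labelled with the DNA dye Hoechst and imaged, and hits were compounds raising the count of nuclei showing high fluorescence intensity.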
IL1B secr inh: inflammasome signaling inhibition, IL-1 beta readout | activity change, % at 57.5 µM | THP-1 LPS/ATP IL-1B secretion, AlphaLISA, 16 h; stronger effect = lower value | 360,000 tested, 4.7% active | AID 743279; in the data active = activity change below about -50%; inconclusive = mostly about -30% to -49%; note: % is set by controls: 0 for no effect and ±100 for the full control effect
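THP-1 cells pretreated 1 hr with compounds (up to 57.5 uM final), then stimulated with LPS (250 ng/mL final) plus ATP (1.25 mM final); secreted IL-1B measured by AlphaLISA after 16 hr, decreased signal indicating inhibition.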
HT1080-NT tox: kills 2HG-producing HT-1080-NT fibrosarcoma cells. Potency, µM (series often up to 46.1 µM), inactives show at the highest dose activity, negative = less viability, usual class: cytotoxic. HT-1080-NT fibrosarcoma viability, CellTiter-Glo ATP luminescence, 48 h. AID 686970. 360,000 tested, 1.6% active;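 note: NT is the 2HG producing partner of a matched IDH1 knockdown line; potency is the fitted concentration of half-maximal effect; 0% = DMSO-treated cells and -100% = media-only wells without cells; nearly all actives have a fitted effect of over 55% in size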
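Toxicity toward the 2HG-producing NT line was scored as %Activity, normalised to DMSO and no-cell wells, from CellTiter-Glo luminescence after 48 hours' treatment.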
HepG2 viability: counter-screen for TGF-b inhibitors: cytotoxicity in HepG2 cells. Potency, µM (top dose mostly 46.1 µM), inactives show at the top dose activity change, negative = cytotoxicity, hits mostly cytotoxic. HepG2 CAGA-GFP viability, ATP luminescence, 18 h. 410,000 tested, 0.76% active; note: potency is the fitted concentration of half-maximal effect; some results filed as inactive show a strong effect at the top dose
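CellTiter-Glo luminescence gave cytotoxicity after 18 hours at 37 degrees C. The cells were HepG2 CAGA-GFP in 1% FBS DMEM, stimulated with 500 pg/mL TGF-beta after compound addition. %Activity was normalised to no-cell wells (complete cell-killing) and DMSO (no toxicity), and curves were fitted and classified.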
HT1080 IDH1KD tx: HT-1080 IDH1 knockdown cell toxicity (counter line). HT-1080 IDH1 knockdown viability, ATP luminescence, 48 h. Potency, µM (titrated, usually from 46.1 µM), inactives show top-dose activity, negative = toxicity, hits mostly cytotoxic. 360,000 tested, 2% active;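 note: potency is the fitted concentration of half-maximal effect; 0% = DMSO wells and -100% = cell-free medium wells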
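IDH1KD HT-1080 cells, 750/well, RPMI + 5% FBS; compound pinned after 2 h settling; 48 h, 37 °C; CellTiter-Glo luminescence; % activity normalised to DMSO and no-cell wells; curves fitted, classed by r2 and efficacy.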
ATXN viability: cell viability loss in ATXN counter-screen | S2 cells (HEK-293 line with an ATXN2-luciferase reporter) viability, CellTiter-Fluor protease fluorescence, 24 h | Potency, µM (doses to about 56.7 µM), hits mostly cytotoxic | 400,000 tested, 0.49% active | AID 651635; note: potency is the fitted concentration of half-maximal effect; nearly all actives have a fitted effect of over 40% in size
* = called active by the depositor; i = inactive; ? = inconclusive; . = no result given; [ ] = another dose, or the depositor's remark. Unless noted, calls come from the whole dose curve; as a rule, active = well fitted curve in the direction sought with a large enough effect; inconclusive = small, poorly fitted or top-dose-only effect, or another doubt; inactive = no such curve, though single readings can be large; an effect the other way counts as inactive or inconclusive.

entry	Structure	KB-3-1 cytotox	ATXN2 expr inh	MCF10A rereplic	SW480 rerep	IL1B secr inh
1	COc1cc(C(=O)O)cc(NC(=O)c2ccco2)c1OC	-3%	-2%	-3%	?	0
2	CC(C)N(CCNC(=O)COc1ccc2oc3c(c2c1)CCCC3)C(C)C	-7%	-13%	-1%	?	-77*
3	CCOC(=O)N1CCN(CCC(=O)Nc2ccc(C)cc2)CC1	6%	?	4%	-4%	14
4	O=C(Cn1nnc(-c2ccc(C(F)(F)F)cc2)n1)NCCc1ccccc1	3%	0%	.	.	.
5	CC(C)N1C(=O)CN(C2CCCCCC2)C(=O)C1c1ccccc1F (stereo unspecified)	9%	58%[activator]	-5%	-4%	2
6	O=C(COC(=O)CNC(=O)c1ccc(Cl)cc1)Nc1ccc(Cl)cc1C(F)(F)F	-1%	-1%	0%	0%	23
7	CCSc1nnc(Nc2ccc(C)cc2)s1	9%	62%[activator]	6%	-9%	-22
8	C#CCNC(=O)C1=C[C@@H](c2coc3ccccc3c2=O)C[C@@H](OCCCCO)O1	11%	3%	-8%	-49%[inhibitor]	8
9	O=C(COc1ccccc1)Nc1ccncc1	0%	0%	-1%	-3%	15
10	CCS(=O)(=O)c1nc(S(=O)(=O)c2ccc(C)cc2)c(NCc2ccccc2Cl)s1	9%	5%	.	.	.

entry	HT1080-NT tox	HepG2 viability	HT1080 IDH1KD tx	ATXN viability
1	21%	8%	-6%	i
2	-21%	-34%	?	i
3	16%	-1%	8%	i
4	.	-14%	.	i
5	6%	-10%	-17%	i
6	11%	-21%	7%	i
7	9%	2%	27%	i
8	16%	13%	10%	i
9	-9%	-13%	-1%	i
10	.	-15%	.	i

From compound 7 up to 10, copied from above:
entry	Structure	KB-3-1 cytotox	ATXN2 expr inh	MCF10A rereplic	SW480 rerep	IL1B secr inh
7	CCSc1nnc(Nc2ccc(C)cc2)s1	9%	62%[activator]	6%	-9%	-22
8	C#CCNC(=O)C1=C[C@@H](c2coc3ccccc3c2=O)C[C@@H](OCCCCO)O1	11%	3%	-8%	-49%[inhibitor]	8
9	O=C(COc1ccccc1)Nc1ccncc1	0%	0%	-1%	-3%	15
10	CCS(=O)(=O)c1nc(S(=O)(=O)c2ccc(C)cc2)c(NCc2ccccc2Cl)s1	9%	5%	.	.	.

entry	HT1080-NT tox	HepG2 viability	HT1080 IDH1KD tx	ATXN viability
7	9%	2%	27%	i
8	16%	13%	10%	i
9	-9%	-13%	-1%	i
10	.	-15%	.	i

Further entries.
entry	Structure	KB-3-1 cytotox	ATXN2 expr inh	MCF10A rereplic	SW480 rerep	IL1B secr inh
11	Cc1cc(C)cc(C(=O)N2CC(=O)Nc3ccc(Br)cc3C2c2ccccc2)c1 (stereo unspecified)	?	1%	.	.	.
12	C[C@]1(C(=O)NCc2cc(F)cc(C(F)(F)F)c2)C=C[C@@H](Cc2ccccc2)N1C(=O)c1ccccc1	0%	?	?	?	8
13	Cc1ccccc1OCC(=O)N/N=C/c1ccco1	8%	11%	5%	-3%	-15
14	O=C(Nc1ccccc1O)c1ccc2c(c1)C(=O)N(N1C(=O)c3ccccc3C1=O)C2=O	-1%	?	6%	3%	12
15	NC(=O)CC(NC(=O)c1ccccc1)c1ccc(N2CCc3ccccc3C2)c([N+](=O)[O-])c1 (stereo unspecified)	3%	-14%	1%	1%	0
16	Cc1nnc(SC(C)C(=O)Nc2ccc3c(c2)OCCO3)s1 (stereo unspecified)	2%	6%	?	1%	13
17	Cc1ccc(S(=O)(=O)n2cnc3cc([N+](=O)[O-])ccc32)c(C)c1	7%	-6%	0%	-7%	-2
18	CCOC(=O)CNS(=O)(=O)c1cc(-c2n[nH]c(=O)c3ccccc23)ccc1C	-4%	4%	0%	2%	.
19	O=C(NCc1ccccc1C(F)(F)F)C1CC(c2cc(C(F)(F)F)cc(C(F)(F)F)c2)=NO1 (stereo unspecified)	10%	7%	-2%	-1%	-12
20	Cc1nc2sc3c(c2c(=N)n1N)CC(C)(C)OC3	?	4%	1%	-4%	4

entry	HT1080-NT tox	HepG2 viability	HT1080 IDH1KD tx	ATXN viability
11	.	-11%	.	i
12	?	-14%	-11%	?
13	20%	-18%	19%	i
14	-11%	9%	-5%	?
15	-3%	4%	0%	i
16	-1%	-6%	6%	i
17	-3%	-47%	7%	i
18	1%	-21%	-2%	?
19	11%	2%	3%	i
20	13%	-16%	26%	i

(further entries)
entry	Structure	KB-3-1 cytotox	ATXN2 expr inh	MCF10A rereplic	SW480 rerep	IL1B secr inh
21	COc1ccccc1-n1c(=S)[nH]c2c(sc(=S)n2-c2ccccc2C)c1=O	-14%	4%	?	?	?
22	COCCNC(=S)N1CCN(S(C)(=O)=O)CC1	-1%	-4%	-1%	-22%	34
23	O=C1COc2ccc(C(=O)c3ccccc3C(=O)NCc3ccco3)cc2N1	11%	0%	1%	7%	205
24	COC(=O)CCSc1cc([N+](=O)[O-])cc2c1c(C1OCCS1)nn2-c1ccccc1 (stereo unspecified)	-1%	10%	18%	-6%	19
25	COc1ccc(S(=O)(=O)N(C)C[C@H]2Oc3c(NC(=O)Nc4c(C)noc4C)cccc3C(=O)N([C@H](C)CO)C[C@@H]2C)cc1	3%	26%	-9%	6%	3
26	Cc1ccccc1N(C(=O)CCCC(=O)Nc1ccccn1)C(C(=O)NC1CCCC1)c1ccc(O)cc1 (stereo unspecified)	6%	1%	-2%	-21%	3
27	O=C(CN1CCN(c2ccc(F)cc2)CC1)Nc1cc(C(F)(F)F)ccc1Cl	6%	-15%	?	-4%	16
28	Cc1ccc(Cn2ccc(NC(=O)C3C4CCC(C4)C3C(=O)O)n2)cc1 (stereo unspecified)	11%	-3%	-4%	-6%	-8
29	COC(=O)C1=C(N)Oc2cc(C)n(CCc3ccccc3)c(=O)c2C1c1cccnc1 (stereo unspecified)	2%	-7%	2%	-3%	?
30	Cc1cc(Cl)ccc1OCC(=O)N[C@@H](Cc1ccccc1)c1nc2ccccc2[nH]1	?	-34%	?	26%	16

entry	HT1080-NT tox	HepG2 viability	HT1080 IDH1KD tx	ATXN viability
21	-5%	-6%	-7%	i
22	12%	6%	2%	i
23	0%	-31%	-8%	i
24	-5%	6%	-4%	i
25	0%	1%	-7%	i
26	0%	10%	-1%	i
27	-15%	-13%	-14%	i
28	9%	-2%	6%	i
29	3%	-15%	-1%	i
30	?	-63%	?	i

Going on with the list.
entry	Structure	KB-3-1 cytotox	ATXN2 expr inh	MCF10A rereplic	SW480 rerep	IL1B secr inh
31	CCCN(CCC)CCCNC(=O)c1ccc2c(Cl)c3c(nc2c1)CCC3	-25%	-30%	21%	8%	-67*
32	CCOc1ccc(NC(=O)CSc2nc3ccccc3c(=O)n2CCNC(C)=O)cc1	9%	-4%	-5%	-8%	30
33	CC(NC(=O)/C(=C\c1ccco1)NC(=O)c1ccco1)C(=O)O (stereo unspecified)	-2%	-3%	-6%	-3%	9
34	O=C1Nc2ccccc2/C1=N/N=C/c1ccc(-c2ccc([N+](=O)[O-])cc2)o1	2%	-23%	-1%	3%	46
35	O=c1c2oc3ccccc3c2ncn1Cc1ccc(Cl)cc1	12%	-5%	3%	-7%	19
36	CC(C)Oc1ccc(N2C(=O)c3ccccc3C2=O)cc1	-2%	11%	0%	-1%	-16
37	COc1ccc(CNC(=O)N2CCc3ccccc3C2)cc1	-6%	24%	7%	-13%	-7
38	CCOC(=O)C(NC(C)=O)C(O)c1ccc([N+](=O)[O-])cc1 (stereo unspecified)	21%	6%	-10%	-2%	-9
39	Cc1cc(C)nc(-n2nc(C)cc2NC(=O)c2cccc(S(=O)(=O)N3CCOCC3)c2)n1	3%	-9%	-114%[0.0737 µM]	?	-8
40	Cc1cc(OCC(=O)Nc2ccc(CN3CCOCC3)cc2)c2c(C)c(C)c(=O)oc2c1	3%	.	-3%	-1%	-27

entry	HT1080-NT tox	HepG2 viability	HT1080 IDH1KD tx	ATXN viability
31	?	-38%	21µM*	i
32	-12%	-37%	7%	i
33	16%	21%	14%	i
34	8%	-4%	7%	i
35	-2%	3%	4%	i
36	13%	1%	-1%	i
37	6%	-4%	14%	i
38	8%	16%	3%	i
39	11%	-6%	12%	i
40	-5%	-37%	0%	i

(more compounds)
entry	Structure	KB-3-1 cytotox	ATXN2 expr inh	MCF10A rereplic	SW480 rerep	IL1B secr inh
41	O=C(NCCc1nc2ccccc2[nH]1)/C(=C/c1ccc2c(c1)OCO2)NC(=O)c1ccccc1	?	5%	-2%	-1%	18
42	Cc1cccc(C)c1-n1nnnc1C(C)(C)N1CCN(N=O)CC1	12%	-6%	4%	-4%	15
43	CCCCn1c(SCC(=O)Nc2cccc(OC)c2)nc2c(sc3ccccc32)c1=O	-1%	10%	.	.	.
44	Cc1cc(NC(=O)CCC2CCCC2)no1	18%	35%	0%	-13%	-4
45	C=CCn1c(SCC(=O)Nc2c(C)n(C)n(-c3ccccc3)c2=O)nc2scc(-c3ccccc3)c2c1=O	-17%	-15%	15%	17%	-16
46	CC(C)(C)Cc1nnc(NC(=O)CCc2ccccc2)s1	-2%	.	-1%	2%	-1
47	CCOc1ccccc1NC(=O)CN(C)S(=O)(=O)c1cccc2nsnc12	-19%	-14%	0%	-2%	?
48	COc1cccc(/C=C2/C(=O)NN(c3ccccc3)C2=O)c1	15%	-5%	-6%	0%	14
49	COCCN(C(=O)CSc1nncn1-c1ccccc1)c1c(N)n(Cc2ccccc2)c(=O)[nH]c1=O	18%	-2%	2%	0%	22

entry	HT1080-NT tox	HepG2 viability	HT1080 IDH1KD tx	ATXN viability
41	12%	4%	17%	i
42	10%	-4%	5%	i
43	.	-19%	.	i
44	21%	-2%	11%	i
45	-10%	-17%	-24%	i
46	-2%	-1%	-4%	i
47	-6%	-14%	-15%	i
48	-14%	23%	-9%	i
49	?	1%	5%	i
